# Source: PubChem BioAssay (several laboratories)
# HRas wt GTP – modulators of GTP binding to human HRas wildtype. P01112. GST-Ras wt beads, Bodipy-FL-GTP binding, flow cytometry; actives lie on both sides. GTP binding activity, % at 10 µM. 190,000 compounds, 0.14% hits. AID 759;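 active = GTP binding activity at least 20% away from the 100% baseline, either lowered as inhibitor or raised as activator; inconclusive = flagged as likely green fluorescent, judged across all proteins in the well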;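 note: 0% = unlabeled GTP competition control and 100% = no-compound control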
# Target sequence (P01112 whole entry, looked up): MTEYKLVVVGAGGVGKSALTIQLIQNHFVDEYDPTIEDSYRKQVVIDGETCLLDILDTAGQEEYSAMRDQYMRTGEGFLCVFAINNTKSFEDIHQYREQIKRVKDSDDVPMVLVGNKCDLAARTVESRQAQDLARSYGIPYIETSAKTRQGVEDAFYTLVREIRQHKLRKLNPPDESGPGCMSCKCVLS
# Cdc42 wt – modulators (inhibitors or activators) of GTP binding to human Cdc42 wildtype; AID 761; percent activity (GTP binding), % at 10 µM; P60953; GST-Cdc42 beads, Bodipy-GTP binding, flow cytometry; actives lie on both sides; 190,000 compounds, 0.2% hits;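 active = percent activity GTP binding at least 20 points away from the 100% baseline, either down as inhibitor or up as activator; inconclusive = compound flagged as likely green fluorescent from well-wide comparison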;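 note: median bead fluorescence of bound Bodipy-FL-GTP at 100 nM; 0% = excess unlabeled GTP control and 100% = no compound control; below 100% means less GTP binding so inhibitor and above means activator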
# Target sequence (P60953 whole entry, looked up): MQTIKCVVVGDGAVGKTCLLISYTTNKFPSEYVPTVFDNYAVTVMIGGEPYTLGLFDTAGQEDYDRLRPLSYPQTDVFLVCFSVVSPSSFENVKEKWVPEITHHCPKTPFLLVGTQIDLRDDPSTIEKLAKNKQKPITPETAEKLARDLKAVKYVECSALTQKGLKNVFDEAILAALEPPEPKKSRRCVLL
# Rab2A wt mod – changes GTP binding to wildtype dog Rab2A, up or down. GST-Rab2 wt beads, Bodipy-GTP binding, flow cytometry. GTP binding activity, % at 10 µM. 190,000 compounds, 0.19% hits;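 active = GTP binding activity at least 20 points away from 100%, either lowered or raised; inconclusive = signal likely due to the compound's own green fluorescence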;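 note: 0% = beads with excess unlabeled GTP and 100% = no-compound control corrected for plate trend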
# GSH bead fluor – compound fluoresces at 488/530 nm on GSH beads; GSH beads flow cytometry, compound fluorescence 488/530 nm; hits give high values; fluorescence (KMESF) at 10 µM; 190,000 compounds, 0.25% hits; in the data active = fluorescence above about 89;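 note: glutathione beads carrying GST-tagged Bcl family fusion proteins plus one bare bead set; values are compound well signal with DMSO vehicle wells as background; inactives centre near 16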
# Mcl1 Bid PPI – Mcl-1/Bid interaction inhibition; Q07820; TR-FRET Mcl-1/Bid-Dy647 peptide binding, 1536-well; inhibition, % at 21.7 µM; 220,000 compounds, 0.97% hits;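 active = compounds that cut the binding signal by more than half at the single screening dose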;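 note: His-tagged Mcl-1 with europium anti-His antibody binding Bid BH3 peptide; 0% = Mcl-1 plus peptide wells and 100% = peptide-only wells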
# Target sequence (Q07820 whole entry, looked up): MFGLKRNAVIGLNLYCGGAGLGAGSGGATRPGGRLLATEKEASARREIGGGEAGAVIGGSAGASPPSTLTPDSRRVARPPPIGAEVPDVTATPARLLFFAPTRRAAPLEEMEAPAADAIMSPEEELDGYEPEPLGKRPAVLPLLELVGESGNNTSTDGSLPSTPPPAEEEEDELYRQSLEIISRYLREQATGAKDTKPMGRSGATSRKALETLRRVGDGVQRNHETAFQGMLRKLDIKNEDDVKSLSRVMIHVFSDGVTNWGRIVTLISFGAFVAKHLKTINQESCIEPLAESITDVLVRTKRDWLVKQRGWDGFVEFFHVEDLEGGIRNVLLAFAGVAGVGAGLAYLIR
# Rac1 act GTP bind – modulators of GTP binding to human Rac1 activated mutant. AID 764. 190,000 compounds, 0.11% hits. P63000. percent activity (GTP binding), % at 10 µM. GST-Rac1 activated beads, fluorescent GTP binding, flow cytometry; actives lie on both sides; 100% means binding = to untreated wells;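 active = GTP binding at least 20 percentage points away from the 100% baseline, in either direction, so actives lie on both sides; inconclusive = Compound likely fluorescent itself, or too few beads counted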
# Rab7 wt modul – alters GTP binding to wildtype dog Rab7. GST-Rab7 beads, fluorescent GTP binding, flow cytometry; actives lie on both sides; untreated = 100%, excess cold GTP = 0%. GTP binding activity (percent of control), % at 10 µM. 190,000 compounds, 0.055% hits;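 active = fluorescent GTP binding to Rab7 beads changed by at least 20 points from the 100% baseline, either direction, mostly lower; inconclusive = compound itself probably fluorescent, or too few beads counted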;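 note: median green fluorescence of bound Bodipy-FL-GTP per Rab7 bead population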
# Rac1 wt modul – human Rac1 wildtype GTP binding, inhibitors and activators; P63000; GST-Rac1 beads, fluorescent GTP binding, flow cytometry; actives lie on both sides; 0 = cold GTP competed, 100 = untreated; GTP binding activity (% of control), % at 10 µM; 190,000 compounds, 0.27% hits;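 active = GTP binding activity at least 20 points away from the 100% control level, either lower or higher; inconclusive = compound flagged as likely green fluorescent, judged across all proteins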
# Pf gamet viab – inhibitors of late stage P. falciparum gametocyte viability | P. falciparum stage V gametocytes, ATP luminescence, 24 h | inhibition, % at 10.9 µM | 150,000 compounds, 0.065% hits | AID 743093;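 active = inhibition above the mean plus 3 SD of compounds within the control limits, set per campaign, cut at about 38% in these data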;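 note: 0% = DMSO wells and 100% = medium only without gametocytes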
# Avidin fluor – compound fluoresces at 488/530 nm on avidin beads | AID 1775 | 220,000 compounds, 0.38% hits | fluorescence (KMESF) at 10 µM | compound fluorescence 488/530 nm, flow cytometry; hits give high values; in the data active = fluorescence above about 47; note: inactives centre near 10
# Mcl1-Noxa inh – disrupts binding of human Mcl-1 to Noxa peptide; TR-FRET Mcl-1/Noxa peptide binding, 2 h; Q07820; AID 1022; inhibition, % at 21.7 µM; 220,000 compounds, 1.5% hits;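 active = compounds that cut the protein-peptide binding signal by more than 50% relative to plate controls in a single-dose test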;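 note: His-tagged Mcl-1 with rhodamine Noxa BH3 peptide and terbium anti-His antibody; 0% = Mcl-1 plus Noxa peptide wells and 100% = peptide-only wells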
# * marks the source's active call; other numbers are inactive results; u = inconclusive; x = not tested or not shown.
SMILES,HRas wt GTP,Cdc42 wt,Rab2A wt mod,GSH bead fluor,Mcl1 Bid PPI,Rac1 act GTP bind,Rab7 wt modul,Rac1 wt modul,Pf gamet viab,Avidin fluor,Mcl1-Noxa inh
O=C(NC1CCCCCC1)C(=S)NC1CCCCC1,95,96,91,18,-16,93,94,97,-1,10,16
N#CC1=C(N)OC2=C(C(=O)CCC2)C1CCc1ccccc1 (centres undefined),97,99,97,60,-77,92,96,97,x,3,5
O=C(Oc1cccnc1)c1ccco1,99,101,99,15,39,97,95,97,x,46,0
COc1ccc(N2C(=O)CC(Sc3nc4c(cc3C#N)CCC4)C2=O)cc1 (centres undefined),99,97,97,16,-68,95,102,98,10,10,14
Cc1ccc(N2C(=O)C3C4C=CC(CNC(=S)N5CCN(c6cccc(C)c6)C(C)C5)(O4)C3C2=O)cc1 (centres undefined),98,101,95,13,-40,99,96,100,6,13,10
CCCc1cc(=O)oc2cc(C)cc(OC(=O)c3ccco3)c12,u,u,u,30,2,u,u,u,-4,11,11
O=C(CSc1nc2ccccc2c(=O)n1CCC(=O)N1CCCCC1)NCc1ccccc1,101,103,102,14,4,99,103,104,20,24,5
O=c1[nH]c(CSc2nnc(NCCCN3CCOCC3)s2)nc2cc(Cl)ccc12,95,95,93,41,14,93,93,96,3,5,2
CC(C)(C)CC(=O)Nc1nnc(-c2cccs2)s1,95,95,94,12,0,95,95,96,x,37,-15
CCOC(=O)C1CCN(C(=O)c2n[nH]c(=O)c3ccccc23)CC1,102,103,102,31,-7,100,101,103,x,13,8
COc1ccc(COCCN2CCN(S(=O)(=O)c3ccc(C)cc3)CCC2=O)cc1,99,103,100,17,-8,100,94,106,-7,10,31
CCC(=O)NCCc1nc2ccccc2n1Cc1ccccc1,103,102,98,13,3,98,101,105,x,23,9
CCOc1cc2oc(=O)c3c(c2cc1Cl)CCC3,104,104,103,29,-6,102,103,107,x,74*,10
Cc1cc(NC(=O)C2CCN(S(=O)(=O)Cc3ccccc3)CC2)ccc1-n1cnnn1,98,101,100,20,13,98,99,103,x,32,15
COc1cc(OC)c(NC(=O)c2c(-c3ccccc3)noc2C)cc1Cl,98,98,101,29,-18,99,97,101,-2,15,8
O=S(=O)(NCCc1csc(-c2cccnc2)n1)c1ccc2c(c1)OCCO2,101,101,100,17,-2,101,103,105,x,8,10
Cc1cccc(-n2c(-c3ccncc3)n[nH]c2=S)c1C,98,95,100,20,-12,95,104,96,-7,8,13
CC1=CS(=O)(=O)CC1Sc1ncn[nH]1 (centres undefined),102,106,100,68,40,102,97,104,11,8,11
CN(C)c1nc(NCc2ccccc2)nc(SCC(=O)Nc2ccc(Cl)c(Cl)c2)n1,97,96,94,10,-12,98,94,100,x,16,-6
CC1(C)Cc2nc3sc4c(N(CCO)CCO)nnnc4c3cc2CO1,102,106,105,10,-7,99,108,108,-10,14,7
COc1ccc(NC(=S)N(CCCN2CCOCC2)Cc2ccccn2)cc1,97,98,99,21,-15,95,95,101,4,10,11
Cc1ccc(C)c(OCCCC(=O)Nc2ccc(N3CCOCC3)cc2)c1,97,99,99,25,47,98,99,98,x,8,28
Cn1cc(P(=S)(N2CCOCC2)N2CCOCC2)cc1P(=S)(N1CCOCC1)N1CCOCC1,97,95,95,12,-30,97,94,98,14,10,20
COc1ccccc1-c1nc(-c2ccc(C)nc2OC)no1,102,102,102,10,4,99,98,102,-8,39,2
Cc1ccc(N(CC(=O)NCc2ccc3c(c2)OCO3)S(=O)(=O)c2c(C)noc2C)cc1,100,98,101,19,-22,99,100,102,x,8,7
CN(C)CC1CCCCC1OC(=O)c1ccc(Cl)cc1Cl (centres undefined),98,95,97,10,10,98,101,99,-13,7,7
Cc1ccc(C)c(NC(=O)CCC(=O)N/N=C/c2ccc[nH]2)c1,102,107,103,21,-66,100,101,101,x,7,11
COc1ccc(O)c(C(=O)c2cnn(-c3ccccn3)c2)c1,93,91,93,10,-16,93,101,95,4,12,10
CCc1n[nH]c2c1/C(=N\O)CC(C)(C)C2,103,101,100,23,-12,100,102,102,x,34,-17
CCOC(=O)/C(C#N)=C1/C=CN(c2ccccc2)C=N1,98,97,99,9,-1,96,94,97,15,14,8
C[C@H](NC(=O)Nc1ccccc1F)C(=O)O,103,104,101,17,-5,99,104,102,x,9,24
CC(C)CSc1nc2ccccc2n1CC(=O)O,95,95,96,16,11,94,96,95,x,12,-1
O=C(Nc1ccc(Cl)c(Cl)c1)N1CC=CCC1,106,103,106,15,-14,100,106,106,-2,11,-14
Cc1cc(C)cc(NC(=O)C2CCCN(c3nccc(C)n3)C2)c1 (centres undefined),101,105,101,11,4,100,101,103,x,9,15
Cc1ccccc1N1CCN(C(=O)c2ccccc2NC(=O)/C=C\C(=O)O)CC1,96,96,97,17,-15,95,95,96,24,34,24
CC(C)Sc1nc(N2CCCC2)c2c(c1C#N)CC(C)(C)OC2,105,104,105,48,9,101,106,107,8,9,-3
N#CC1=C(N)Oc2c(oc(CO)cc2=O)C12C(=O)Nc1ccc(Cl)cc12 (centres undefined),103,101,101,22,-10,102,98,105,x,27,5
c1ccc(CN2CCN(c3nc(-c4ccccc4)nc4ccccc34)CC2)cc1,102,102,100,17,-25,99,99,100,10,9,-4
CCNC(=S)N(Cc1ccccc1)Cc1nc2ccccc2c(=O)[nH]1,100,101,99,9,-2,94,96,104,8,1,15
Cc1ccc(C2=CC(C)(c3ccc(C)cc3)Nc3nc(C(F)(F)F)nn32)cc1 (centres undefined),101,102,99,21,9,97,103,103,5,12,-19
COc1ccc(NC(=O)CSc2[nH]c(=O)cc(C)c2C#N)cc1OC,u,u,u,20,2,u,u,u,18,10,4
Cc1cccc(Oc2ncnc(N)c2[N+](=O)[O-])c1C,97,100,98,11,20,96,93,100,x,14,3
CCOC(=O)C1=C(CSc2nc(-c3ccncc3)ccc2C#N)OC(N)=C(C#N)C1c1ccc(OC)cc1 (centres undefined),102,100,101,15,-11,101,99,103,13,38,32
CCN(N=Nc1cccc([N+](=O)[O-])c1)c1cccc([N+](=O)[O-])c1,98,97,94,16,-2,97,98,106,x,5,10
O=C(O)CCN=Cc1c(O)c2ccccc2oc1=O,95,96,97,14,-15,95,98,96,-14,10,8
S=C(NN=C1CCN(Cc2ccccc2)CC1)NC1CCCCC1,98,95,97,7,-58,94,104,94,3,21,-6
COc1ccc(C)cc1S(=O)(=O)N1CCN(S(=O)(=O)c2cc(C)ccc2OC)C(C)C1 (centres undefined),106,108,107,16,-12,101,96,105,x,14,-3
S=C1SCN(CCN2CCOCC2)CN1Cc1ccccc1,100,99,99,16,-32,98,103,98,-32,13,10
CCCc1cc(-n2cnc3ccccc32)n2c(nc3ccccc32)c1C#N,102,105,106,16,6,100,104,108,x,8,23
Cc1nc(SCC#N)c2c3c(sc2n1)CCC3,97,96,94,16,-5,96,100,97,8,16,6
# New compounds follow
SMILES,HRas wt GTP,Cdc42 wt,Rab2A wt mod,GSH bead fluor,Mcl1 Bid PPI,Rac1 act GTP bind,Rab7 wt modul,Rac1 wt modul,Pf gamet viab,Avidin fluor,Mcl1-Noxa inh
O=C(NCCCNc1ccc([N+](=O)[O-])cc1Cl)c1ccccc1F,99,98,98,12,-34,94,102,95,3,17,-5
Cc1cccc(NC(=S)NCCc2ccccc2)n1,97,97,99,8,-55,94,104,96,15,12,-8
Cc1nc(-c2cccc(NS(=O)(=O)c3ccccc3)c2)cs1,99,99,98,12,6,99,100,101,16,6,9
Cc1onc(-c2ccccc2Cl)c1C(=O)NCc1ccccn1,101,103,100,29,-43,102,100,108,x,12,-7
N=C1SCC(=O)N1c1ncc(Cc2cccc(Cl)c2)s1,96,94,95,11,-51,95,98,98,24,10,-38
CCNC(=S)SCCOc1ccc(C)cc1,99,99,99,20,-54,101,96,99,18,8,15
CCCN(CC1CC1)C(=O)COc1ccccc1C(=O)NCc1ccccc1,103,106,103,17,-14,100,101,106,9,5,2
CC(C)c1ccc(C2NC(C(=O)O)CS2)cc1 (centres undefined),99,98,101,43,-20,95,102,99,16,9,-4
CCC(C(=O)OCC(=O)Nc1ccc(C(=O)Nc2ccc(OC)cc2)cc1)c1ccccc1 (centres undefined),102,100,100,22,5,97,99,101,x,12,10
Cc1cc(C(=O)CN2C(=O)NC(c3ccccc3)(c3ccccc3)C2=O)c(C)n1Cc1ccco1,103,105,101,14,-35,101,98,104,6,37,13
Cc1ccc(-c2nc3ncccc3o2)cc1NC(=O)c1cccs1,93,92,94,17,-9,92,96,96,7,11,1
CCCCN=C1N/C(=C\c2ccco2)C(=O)N1c1ccccc1,100,100,98,11,-65,98,97,99,x,16,13
COc1cccc(Cn2c(N)c(C#N)c3nc4ccccc4nc32)c1OC,104,107,103,22,10,101,105,106,x,5,11
CCN1CCN(C(=O)C(NS(=O)(=O)c2ccc3nc(C)sc3c2)C(C)C)CC1 (centres undefined),101,99,99,25,-20,100,99,104,x,7,9
CN(CCO)C(=O)c1ccc(-c2nn(C)c(=O)c3ccccc23)cc1,96,96,95,22,-18,95,98,96,19,10,1
CC(C)COc1ccc(C(=O)Nc2scc(-c3ccc(Cl)cc3Cl)c2C(N)=O)cc1,100,101,100,23,-29,100,97,100,-9,9,-20
Cc1ccc(NC(=O)COC(=O)CSC(=S)N2CCOCC2)cc1,96,93,95,7,-17,94,104,95,-5,20,-9
O=C(COC(=O)C(Cc1ccccc1)NC(=O)c1ccc(Cl)cc1)c1ccc(Cl)cc1 (centres undefined),101,97,101,14,-4,100,99,100,8,12,11
COc1ccc(CCNc2oc(COc3ccccc3)nc2C#N)cc1,100,101,100,24,-12,99,97,104,-3,28,5
O=C(CSc1nc2ccccc2[nH]1)Nc1nc(-c2ccc(Br)cc2)cs1,98,99,96,12,-17,100,99,103,-32,12,25
CCc1nnc(NC(=O)c2ccc(S(=O)(=O)N(CCOC)CCOC)cc2)o1,98,101,97,13,-9,99,96,102,x,29,1
COc1cc(OC)cc(C(=O)N(Cc2cc3cc(C)ccc3[nH]c2=O)C(C)C)c1,101,103,99,16,13,102,98,103,x,34,-7
